# Source: PubChem BioAssay
# MBNL1 CUG block = MBNL1-poly(CUG) RNA binding inhibition. Q9NR56. TR-FRET MBNL1-His/biotin-(CUG)12 binding, 665/545 ratio. Potency, µM (titrated, usually from 57.5 µM), inactives show at the top dose activity change, negative = inhibition, usual class: inhibitors. 280,000 tested, 0.036% active; active means well fitted inhibition curve with a large enough effect in the signal ratio, with a control signal flat, not every such curve was filed as active; inconclusive means small, poorly fitted or top-dose-only effect, or effect the other way, or a change in a side signal; inactive means no such curve, though single readings can be large or run the other way; the % refers to the signal ratio; further: on the % scale 0 is the no-effect control and ±100 the full control effect
#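 TR-FRET between His-tagged MBNL1 and biotin-(CUG)12 RNA, detected with Tb anti-His antibody (0.055 ng/ul) and streptavidin-XL665 (5 nM), 60 min at room temperature. Compounds titrated 92 nM to 58 uM; 665/545 nm ratio normalized to buffer and complex controls.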
# BRCA1 expr act = BRCA1 expression activation; MCF7-BRCA1-FFLuc reporter, luminescence, 48 h; response scale: scaled: vehicle 0%, 10 µM genistein 100%; Potency, µM (top dose mostly 46.1 µM), without a hit: at the highest dose activation, actives largely listed as activators; 380,000 tested, 1.1% active; AID 624202; further: nearly all actives have a fitted effect of over 80% in size; some results filed as inactive show a strong effect at the top dose
#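 MCF7 cells carrying a BRCA1-firefly luciferase reporter (2000 cells/well, phenol-red free MEM) were attached for 2 h at 37 °C, then given compounds for 48 h. Luminescence was read 15 min after luciferase reagent; activity normalized to genistein (10 microM) and DMSO.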
# Rab9 promoter act = activates the Rab9 promoter. Huh7 Rab9 promoter-luciferase reporter, luminescence, 24 h. Potency, µM (series often up to 9.22 µM), for inactives: at the highest dose activation, negative = inhibition, usual class: activators. 320,000 tested, 2.8% active. AID 485297; further: % of control where 0% means no effect; nearly all actives have a fitted effect of over 60% in size
#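 Luminescence read-out: Huh7 cells stably expressing Rab9-luciferase, treated 24 h with compound at 37 °C, then lysed with luciferase reagent for 10 min at ambient before reading.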
# FLuc modulator = inhibits or activates purified firefly luciferase, miR-21 counter-screen. P08659. AID 588342. purified FLuc, Km substrates, luminescence inhibition. Potency, µM (series often up to 57.5 µM), without a hit: at the top dose activity change, negative = inhibition, most hits filed as inhibitors. 360,000 tested, 6.9% active;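 further: plate controls were vehicle for no effect and reference inhibitor for full effect; nearly all actives have a fitted effect of over 55% in size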
#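 Purified P. pyralis luciferase (10nM final) with 10uM D-luciferin and 10uM ATP (Km levels) in 50mM Tris acetate pH 7.5, 10mM Mg acetate, 0.01% Tween-20, 0.05% BSA; qHTS 6-point titration, ~60 µM downward; luminescence read.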
# VP16 counter = counter-screen for ROR gamma inhibitors: Gal4-VP16 reporter. 310,000 tested, 3.5% active. Potency, µM (titrated, usually from 53.6 µM), inactives show at the top dose activity, negative = inhibition, usual class: inhibitors. Drosophila S2 Gal4-VP16 UAS-luciferase, luminescence, 20 h;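 further: Gal4-VP16 expression switched on by copper sulfate through the metallothionein promoter; on the % scale 0 is the no-effect control and ±100 the full control effect; nearly all actives have a fitted effect of over 50% in size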
# RORgamma inh = ROR gamma (mouse) transcription inhibition | P51450 | Drosophila S2 Gal4-RORgamma UAS-luciferase reporter, 20 h | Potency, µM (series often up to 53.6 µM), inactives show at the top dose activity change, negative = inhibition, usual class: inhibitors | 310,000 tested, 5.4% active | AID 2551; further: on the % scale 0 is the no-effect control and ±100 the full control effect; nearly all actives have a fitted effect of over 60% in size
#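 Stable Schneider cell line, Gal4 DNA-binding domain fused to ROR gamma, UAS-luciferase. Cmpd 1 hr RT → CuSO4 700 uM final → 20 hr RT → luciferase reagent 10 min → luminescence.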
# p53 reactivator = mutant p53 re-activation in reporter cells; Potency, µM (highest dose often 92.2 µM), without a hit: at the highest dose activity change, positive = activation, most hits filed as activators; 320,000 tested, 0.063% active; H1299 p53-A138V BP100-luciferase reporter, luminescence, 24 h; further: % of control where 0% means no effect; nearly all actives have a fitted effect of over 45% in size
#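 p53-null H1299 cells stably carrying temperature-sensitive p53-A138V and a BP100-luciferase reporter were pinned with compounds (4-point, 1:5 series) and held 24 hrs at 37 deg C. Luminescence was read 10 min after detection reagent.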
# uPA surface inh = inhibitors of cell surface uPA generation; cell surface uPA generation assay, qHTS; Potency, µM (highest dose often 38.3 µM), without a hit: top-dose activity change, negative = inhibition, most hits filed as inhibitors; 330,000 tested, 0.31% active; active means well fitted inhibition curve with a large enough effect; inconclusive means small, poorly fitted or top-dose-only effect; inactive means no such curve, though single readings can be large or run the other way; tested in mouse RAW 264.7 cells; further: on the % scale 0 is the no-effect control and ±100 the full control effect; nearly all actives have a fitted effect of over 55% in size
# MLL CXXC-DNA inh = inhibitors of human MLL CXXC domain-DNA interaction. Q03164. MLL-CXXC / FITC-HOXA9 DNA fluorescence polarization. Potency, µM (titrated, usually from 115 µM), for inactives: at the top dose activity change, negative = inhibition, actives largely listed as inhibitors. 290,000 tested, 0.037% active; active means well fitted inhibition curve with a large enough effect in the polarisation, with a control signal flat, not every such curve was filed as active; inconclusive means small, poorly fitted or top-dose-only effect, or effect the other way, or a change in a side signal; inactive means no such curve, though single readings can be large or run the other way; the % refers to the polarisation
#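 Purified MLL-CXXC (added from a 7 uM solution) was preincubated 5 min at ambient with pinned compounds in 50 mM Tris-HCl pH 7.5, 50 mM NaCl, 1 mM DTT, 0.05% BSA. Fluorescein-labeled HOX-A9 DNA (50 nM solution) followed, 30 min, then polarization read.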
# NPC1 prom act = activators of NPC1 promoter. Huh7 NPC1 promoter luciferase reporter, 24 h. AID 485313. 320,000 tested, 2.4% active. Potency, µM (highest dose often 9.22 µM), inactives show at the highest dose activation, actives largely listed as activators;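 further: % of control where 0% means no effect; nearly all actives have a fitted effect of over 60% in size; reporter is driven by a mutant NPC1 promoter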
#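 Stable NPC1-promoter luciferase Huh7 line; cpd (DMSO) 24 h, 37 °C, 5% CO2; Amplite luciferase reagent 10 min RT; luminescence readout. qHTS format.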
# ELG1 genotoxic = genotoxicity induction in ELG1-luciferase HEK293T cells; HEK293T ELG1-luciferase reporter, luminescence, 16 h; Potency, µM (titrated, usually from 46 µM), without a hit: at the top dose activity change, positive = activation, hits mostly activators; 330,000 tested, 1.3% active; further: % of control where 0% means no effect; nearly all actives have a fitted effect of over 60% in size
#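 Quantitative HTS format in 1536-well plates. HEK293T ELG1-luciferase reporter cells receive test compound and are incubated 16 hr at 37 °C, 5% CO2; ONE-Glo added, 30 min room temperature, then luminescence read.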
# Starred values were filed as active, the others as inactive; ? = inconclusive; / = no result given; [ ] = another dose, or the depositor's remark. Unless noted, the call rests on the fitted dose curve; in most records, active means well fitted curve in the direction sought with a large enough effect; inconclusive means small, poorly fitted or top-dose-only effect, or another doubt; inactive means no such curve, though single readings can be large; an effect the other way counts as inactive or inconclusive. Potency means the concentration at half of the fitted maximal effect. Not all compounds are listed. The share of hits here may be higher or lower than overall.
SMILES,MBNL1 CUG block,BRCA1 expr act,Rab9 promoter act,FLuc modulator,VP16 counter,RORgamma inh,p53 reactivator,uPA surface inh,MLL CXXC-DNA inh,NPC1 prom act,ELG1 genotoxic
O=c1[nH]c(C2CCN(S(=O)(=O)c3ccc(C(F)(F)F)cc3)CC2)nc2c1nnn2Cc1ccc(F)cc1,0%,-19%,-1%,0%,-17%,?,4%,-1%,4%,-1%,-8%
O=C(NCc1ccccn1)c1n[nH]c(=O)c2ccccc12,/,2%,10%,-1%,2%,5%,1%,9%,-11%,8%,0%
O=C(N/N=C/c1ccc2c(c1)OCO2)c1sc2cc(Cl)ccc2c1Cl,/,-71%,-5%,?,-8%,-26%[10 µM],9%,5%,15%,0%,6%
COc1ccccc1/C=N/OCC(=O)NCc1ccc2c(c1)OCO2,?,12%,-5%,-2%,16%,36%,-11%,4%,3%,-5%,2%
COc1cccc(C(=O)Nc2cc3c(cc2N2CCCC2)n(C)c(=O)n3C)c1,2%,-4%,1%,2%,-3%,-38%,-5%,-2%,-1%,-3%,5%
COCCCNC(=O)/C=C/c1ccc(Cl)cc1Cl,12%,73%,8%,?,?,?,3%,-2%,5%,18%,4%
O=C(Oc1cccc2c(OC(=O)N3CCOCC3)cccc12)N1CCOCC1,-1%,10%,-8%,4%,2%,1%,8%,8%,-2%,-1%,6%
CN(Cc1ccccn1)Cc1nc(COc2ccccc2)no1,17%,33%,16%,-10%,-6%,4%,6%,-1%,-6%,7%,4%
Cc1nnc(NC(=O)CSc2nnc(Cc3ccccc3)n2Cc2ccccc2)s1,-16%,-25%,/,1%,-6%,24%,/,-5%,3%,/,/
COC(c1ccccc1)c1nnc(CCC(=O)N(C)CCOc2ccccc2)o1 (stereo not drawn),-7%,?,28%,27µM*,?,-1%,15%,-3%,3%,17%,?
N#CC1(c2ccccc2)CCC(NCCc2ccccc2)CC1 (stereo not drawn),-10%,-40%,-14%,3%,1%,-16%,-2%,-5%,-2%,9%,-3%
CCOC(=O)C(NCc1ccc(F)cc1)(NC(=O)c1ccccc1)C(F)(F)F (stereo not drawn),-5%,11%,1%,-3%,0%,-26%,-5%,3%,-1%,-6%,-3%
O=C(CCN1CCOCC1)N1CCCC(Nc2cccc(F)c2)C1 (stereo not drawn),-1%,-3%,4%,3%,6%,-28%,1%,-2%,9%,5%,-5%
Cc1cc(-n2c(C)cc(C(=O)COc3ccc4ccc(=O)oc4c3)c2C)no1,-16%,-13%,7%,17µM*,3%,?,-4%,3%,11%,-1%,-2%
O=C(Nc1ccccc1C(=O)NC1CC1)c1ccc([N+](=O)[O-])o1,/,-79%,-3%,4%,/,/,-19%,-8%,/,-4%,1%
COCCCn1c(-c2ccc(Cl)cc2)n[nH]c1=S,2%,59%,-4%,-1%,13µM*,18µM*,-5%,1%,-3%,-2%,0%
Cc1ccc(NC(=O)CSC2=C(C#N)C(c3ccc4c(c3)OCO4)C3=C(CCCC3=O)N2)c(C)c1 (stereo not drawn),109%[activator],-54%,-3%,-1%,-22%,36%,-19%,-2%,0%,1%,-8%
O=C(NCC1CCCO1)/C(=C/c1ccccc1)NC(=O)c1ccccc1 (stereo not drawn),3%,-2%,-3%,-1%,-2%,3%,3%,2%,4%,-4%,-4%
O=C(CCC(=O)N1CCc2ccccc2C1)N1CCN(S(=O)(=O)c2ccccc2)CC1,?,-7%,-2%,-3%,-8%,-27%,3%,/,9%,2%,-6%
COc1cccc(N2CCN(S(=O)(=O)c3cn(C)cn3)CC2)c1,-3%,13%,0%,1%,-16%,-3%,-13%,3%,-2%,-2%,3%
CCOC(=O)N1CCC(Nc2nc3ccccc3nc2NS(=O)(=O)c2ccc(Cl)cc2)CC1,11%,-46%,-4%,?,0%,?,?,-9%,-4%,1%,?
CCOc1cc2c(cc1OCC)C(c1ccc(OC)cc1)N(c1ccccc1)C(=O)C2 (stereo not drawn),-12%,2%,-5%,1%,-1%,25%,-11%,0%,3%,0%,0%
Cc1oc(-c2cc(F)ccc2F)nc1CN(C)Cc1ccc2nccnc2c1,12%,-17%,-11%,3%,0%,0%,0%,/,0%,-6%,-7%
O=C(Nc1cccc(F)c1)N1CCN(C/C=C/c2ccccc2)CC1,2%,-10%,-2%,11%,19%,7%,4%,2%,12%,0%,1%
Cn1cccc1C1NC(=O)c2c(sc3c2CCC(C(C)(C)C)C3)N1 (stereo not drawn),5%,7%,-8%,?,-2%,-7%,15%,/,-1%,13%,-3%
O=C(O)[C@H](Cc1ccccc1)N1Cc2ccccc2C1=O,-1%,5%,-4%,0%,5%,-2%,5%,-3%,3%,0%,0%
Cc1cc(C(=O)NCCc2ccc(S(N)(=O)=O)cc2)c(C)o1,-6%,1%,0%,-2%,8%,10%,-1%,0%,22%,3%,2%
COc1cc(-c2cc(C(=O)Nc3ccc(S(=O)(=O)NCc4ccco4)cc3)c3ccccc3n2)cc(OC)c1OC,104%[activator],-44%,-6%,2%,1%,21%,-2%,-1%,5%,-5%,-6%
C/C(=C\C(=O)c1ncc(C(F)(F)F)cc1Cl)N(C)C,3%,-13%,1%,2%,-8%,-4%,2%,3%,-2%,-3%,-1%
CC(=O)N1c2ccc(S(=O)(=O)N3CCC(C(=O)Nc4cccc(C)c4C)CC3)cc2CC1C (stereo not drawn),-1%,7%,-1%,-1%,-8%,?,1%,-3%,9%,-4%,0%
CC(C)NS(=O)(=O)c1ccc(NC(=O)c2cccnc2)cc1,-8%,4%,-7%,0%,-8%,42%,2%,6%,-7%,-6%,-3%
CC1(C)C(CSc2nc3ccccc3[nH]2)C1(Cl)Cl (stereo not drawn),-7%,21%,3%,?,9%,-15%,18%,7%,3%,0%,-1%
c1ccc(Cc2nnc(Sc3ccccc3)c3ccccc23)cc1,18%,-68%,-4%,0%,?,-34%,-7%,/,-10%,3%,0%
COc1cc(NC(=O)Nn2cnnc2)cc(OC)c1OC,-10%,7%,1%,-3%,2%,-37%,1%,3%,1%,-1%,-4%
COc1ccc(N2C(=O)c3ccccc3C2=O)cc1,?,-12%,0%,?,5%,14%,4%,-3%,14%,0%,5%
CCOC(=O)[C@H]1[C@H]2COc3cc(OC)ccc3[C@@H]2N2C(=O)CN(CCc3c[nH]c4ccccc34)C(=O)[C@@]12C,/,-30%,1%,-7%,/,/,-7%,1%,/,-2%,-1%
O=c1cc(CNCCCO)c2ccccc2[nH]1,-6%,-13%,-2%,0%,-4%,-1%,-7%,3%,6%,1%,0%
Cn1c(=O)c2c(ncn2CC(O)CNc2ccc(Cl)cc2)n(C)c1=O (stereo not drawn),0%,-18%,/,-1%,0%,?,/,1%,-5%,/,/
O=C(Nc1ccc(-c2csc(Nc3ccccc3)n2)cc1)c1ccccc1,-2%,-38%,0%,13µM*,8%,22%,/,?,2%,-4%,10%
Cc1c([N+](=O)[O-])cc(C(=O)Nc2ccc(NC(=O)c3ccco3)cc2)cc1[N+](=O)[O-],-11%,-15%,5%,2%,-1%,-17%,1%,-1%,9%,-3%,7%
Cc1ccn2c(=O)nc(SCC(=O)NCc3ccccc3Cl)nc2c1,/,-23%,16%,-4%,/,/,-3%,3%,/,2%,-3%
Nc1nc2nc(-c3cccs3)cc(C(F)(F)F)n2n1,?,2%,2%,3%,-3%[10 µM],13%,-3%,-10%,-4%,-2%,?
O=C(c1cc2cc(F)ccc2[nH]1)N1CCc2ccccc2C1,2%,-2%,4%,?,-1%,?,18%,-10%,5%,12%,13%
Cc1ccc(N2C=Nc3ccc(C)c4nc(C)cc2c34)cc1,?,23%,-16%,-16%,15%,-17%,-10%,0%,-5%,-1%,-13%
CS(=O)(=O)Nc1ccccc1C(=O)N1CCN(c2ccccc2)CC1,-3%,/,-3%,1%,15%,-40%,4%,/,9%,1%,0%
Nc1[nH]ncc1N=Nc1ccc(Cl)cc1,?,11µM*,?,13µM*,4%,-16%,3%,-1%,-6%,29%,18µM*
